APJ agonist = activates the human apelin receptor APJ. 330,000 tested, 0.11% active. P35414. AID 2520. CHO-K1 APJ PathHunter beta-arrestin, luminescence; 0% DMSO wells, 100% apelin. activation, % at 20 µM;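 active = activation more than six SD over the plate average, tested at 20 µM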;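 also: 0% = DMSO alone and 100% = apelin-13 at 10 nM; some results filed as inactive read as strong as hits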
Target sequence (P35414 whole entry, looked up): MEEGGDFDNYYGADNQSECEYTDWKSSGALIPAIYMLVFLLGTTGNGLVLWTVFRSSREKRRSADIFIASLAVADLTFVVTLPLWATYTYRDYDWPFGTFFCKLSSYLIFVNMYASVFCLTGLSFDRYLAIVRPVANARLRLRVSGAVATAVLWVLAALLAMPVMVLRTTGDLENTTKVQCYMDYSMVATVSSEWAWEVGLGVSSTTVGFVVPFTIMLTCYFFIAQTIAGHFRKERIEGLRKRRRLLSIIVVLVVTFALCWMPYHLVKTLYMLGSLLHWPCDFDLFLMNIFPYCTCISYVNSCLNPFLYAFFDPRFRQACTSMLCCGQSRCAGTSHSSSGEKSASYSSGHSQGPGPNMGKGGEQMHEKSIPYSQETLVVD
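assay system = CHO-K1 APJ beta-arrestin complementation cell line | input = cell density 1000 per well | dosing = compound 20 µM once, DMSO 1% | timing = compound 90 min 25 °C, reagent 1 h | measured by = luminescence from split beta-galactosidase complementation, Galacton Star/Emerald II substrate | read-out basis = APJ agonist activity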
TIM10 inh = inhibits growth of TIM10 yeast strain | S. cerevisiae TIM10 strain growth, BacTiter-Glo luminescence, 24 h | inhibition, % at 10 µM | 330,000 tested, 1.4% active;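 active = inhibition of 40% or more at the single tested concentration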;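 also: wild-type TIM10 isogenic control strain grown at permissive 25 °C; 0% = DMSO yeast wells and 100% = minimal medium wells without yeast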
NALP3 yeast inh = inhibitors of NALP3 inflammasome in yeast. Yeast reconstituted NLRP3/ASC/caspase-1, beta-gal luminescence, 24 h. inhibition, % at 10 µM. 330,000 tested, 0.39% active. AID 2825;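 active = inhibition of 50% or more; inactive = inhibition below 50%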;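 also: plate controls were induced DMSO wells for no effect and uninduced yeast grown without galactose for full effect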
tim10-1 inh = growth inhibitors of tim10-1 mutant yeast; S. cerevisiae tim10-1 ts strain growth, BacTiter-Glo, 24 h; inhibition, % at 20 µM; 330,000 tested, 2.2% active;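 active = inhibition of at least 40%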;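 also: mutant grown at 25 °C; 0% = DMSO wells with yeast and 100% = wells holding no yeast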
XBP1 UPR activ = activators of adaptive arm of unfolded protein response (XBP1); CHO-XBP1 luciferase reporter, IRE1-XBP1 UPR activation, luminescence; percent of tunicamycin response, DMSO as zero; activation, % at 20 µM; 330,000 tested, 0.33% active; AID 463104;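 active = versus positive control, 20 µM dose yields 30% or more activation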;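 also: 100% = tunicamycin at 10 µg/mL and 0% = DMSO only wells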
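Assay system: IRE1-XBP1 luciferase reporter CHO line. Input: 1000 cells/well. Buffer or medium: F12 with 10% serum. Doses: 20 µM, 1% DMSO. Times: overnight seeding at 37 °C, 6 h compound treatment at 37 °C. Technique: Steady-Glo luciferase glow luminescence, 10 min after reagent addition.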
GRIN3A LBD mod = NR3A (human) ligand-binding domain modulation | Tm shift relative to glycine control, % at 25 µM | 340,000 tested, 2.5% active | AID 1259313 | NR3A LBD differential scanning fluorimetry, Tm shift; 0% = protein alone, 100% = glycine-bound protein;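 active = melting temperature shift of at least 10% of the positive control shift, at one fixed dose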
CHOP UPR activ = activators of apoptotic arm of unfolded protein response (CHOP); CHO-CHOP luciferase reporter, UPR activation, luminescence; percent of tunicamycin response over DMSO baseline; activation, % at 10 µM; 330,000 tested, 0.34% active; AID 449763;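 active = at 10 µM dose, activation of 40% or more, normalized to positive control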;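 also: 100% = tunicamycin at 10 µg/mL and 0% = DMSO alone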
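Dosing – one dose, 10 µM in 0.5% DMSO · System – CHO-CHOP cells, stable luciferase reporter of PERK-eIF2a-CHOP signalling · Input – 500 cells/well · Control set – tunicamycin 10 µg/mL final as positive, DMSO-only wells as negative · Timing – 6 h compound treatment, 37 °C · Measure – % activation vs tunicamycin · Technique – luminescence read with Steady-Glo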
Mdm2-MdmX inh = inhibitors of human Mdm2/MdmX interaction. O15151+Q00987. 330,000 tested, 3% active. AID 485346. SaOS-2 split-luciferase Mdm2/MdmX complementation, luminescence. inhibition, % at 8 µM;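 active = inhibition of at least 50% at 8 µM in the primary screen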
tim23-1 inh = inhibits growth of tim23-1 mutant yeast | inhibition, % at 20 µM | S. cerevisiae tim23-1 growth, BacTiter-Glo luminescence, 24 h | AID 463212 | 330,000 tested, 1.3% active;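 active = growth inhibition of the mutant yeast at or above 50%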;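 also: temperature-sensitive mutant grown at 25 °C; plate controls were DMSO-treated mutant yeast for no effect and medium wells lacking yeast for full effect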
* marks the source's active call; other numbers are inactive results.

Results for NS(=O)(=O)c1ccc(CCNCc2cc(Br)ccc2OCc2ccccc2)cc1 ?
APJ agonist: 1; TIM10 inh: -6; NALP3 yeast inh: 17; tim10-1 inh: 16; XBP1 UPR activ: -1; GRIN3A LBD mod: -4; CHOP UPR activ: 0.6; Mdm2-MdmX inh: 8; tim23-1 inh: 11

What do the screens show for `CC1CN(C(=O)c2cc(S(=O)(=O)N(C)c3ccc(F)cc3)ccc2Cl)CC(C)O1` (stereo unspecified)?
APJ agonist: 0; TIM10 inh: 8; NALP3 yeast inh: -2; tim10-1 inh: 6; XBP1 UPR activ: -3; GRIN3A LBD mod: -2; CHOP UPR activ: -0.8; Mdm2-MdmX inh: -2; tim23-1 inh: 7

Results for N#Cc1ccc(N2Cc3ccccc3/C2=N/C(=O)Nc2ccc(Cl)cc2)cc1 ?
APJ agonist: -1; TIM10 inh: 30; NALP3 yeast inh: -41; tim10-1 inh: 20; XBP1 UPR activ: -2; GRIN3A LBD mod: -1; CHOP UPR activ: 0.0; Mdm2-MdmX inh: -24; tim23-1 inh: 29

Results for COc1cc2cc(NC(C)=O)cc(NCc3ccccc3)c2cc1OC ?
APJ agonist: 13; TIM10 inh: 13; NALP3 yeast inh: 27; tim10-1 inh: 27; XBP1 UPR activ: -5; GRIN3A LBD mod: 12*; CHOP UPR activ: 1.2; Mdm2-MdmX inh: 20; tim23-1 inh: 20

Results for Cc1ccc(C(=O)N(CC(=O)NC2CCCC2)c2ccccc2Cl)s1 ?
APJ agonist: -2; TIM10 inh: 25; NALP3 yeast inh: -3; tim10-1 inh: 14; XBP1 UPR activ: 5; GRIN3A LBD mod: 1; CHOP UPR activ: 1.0; Mdm2-MdmX inh: 11; tim23-1 inh: 21

Results for Cc1cccc2cc(CN(Cc3ccc(F)cc3)C(=O)N(C)C)c3nnnn3c12 ?
APJ agonist: -2; TIM10 inh: 24; NALP3 yeast inh: 9; tim10-1 inh: 36; XBP1 UPR activ: -3; GRIN3A LBD mod: 12*; CHOP UPR activ: -0.8; Mdm2-MdmX inh: 7; tim23-1 inh: 23

How did Cc1ccc(S(=O)(=O)N(C)CC(=O)N2CCN(Cc3ccccc3)CC2)cc1 do in these assays?
APJ agonist: -2; TIM10 inh: 29; NALP3 yeast inh: 16; tim10-1 inh: 47*; XBP1 UPR activ: -3; GRIN3A LBD mod: 0; CHOP UPR activ: 5.3; Mdm2-MdmX inh: -18; tim23-1 inh: 18

What do the screens show for `Cc1cc(OCC(=O)N[C@@H](Cc2c[nH]c3ccccc23)C(=O)O)c2c(C)c(C)c(=O)oc2c1`?
APJ agonist: -6; TIM10 inh: 3; NALP3 yeast inh: 6; tim10-1 inh: 13; XBP1 UPR activ: -1; GRIN3A LBD mod: 1; CHOP UPR activ: 2.7; Mdm2-MdmX inh: -11; tim23-1 inh: 15

Results for O=C(OCC(=O)c1ccccc1Br)c1ccccn1 ?
APJ agonist: -5; TIM10 inh: 5; NALP3 yeast inh: -12; tim10-1 inh: 21; XBP1 UPR activ: -3; GRIN3A LBD mod: 2; CHOP UPR activ: 3.6; Mdm2-MdmX inh: 2; tim23-1 inh: 0

Results for O=C(Nc1ccccc1-c1ccccc1)c1ccc(=O)[nH]n1 ?
APJ agonist: -2; TIM10 inh: 4; NALP3 yeast inh: 17; tim10-1 inh: 11; XBP1 UPR activ: -2; GRIN3A LBD mod: -1; CHOP UPR activ: 3.4; Mdm2-MdmX inh: -11; tim23-1 inh: 22

Results for CN(C)CCN(C)Cc1ccccc1Sc1cccc2ccccc12 ?
APJ agonist: -3; TIM10 inh: 24; NALP3 yeast inh: 13; tim10-1 inh: 28; XBP1 UPR activ: 2; GRIN3A LBD mod: -5; CHOP UPR activ: 4.3; Mdm2-MdmX inh: 64*; tim23-1 inh: 21

Results for Cc1cccc(N2CCN(C(=O)CCCn3c(=O)[nH]c4ccsc4c3=O)CC2C)c1 (stereo unspecified) ?
APJ agonist: 1; TIM10 inh: 10; NALP3 yeast inh: 4; tim10-1 inh: -1; XBP1 UPR activ: -3; GRIN3A LBD mod: -2; CHOP UPR activ: -0.5; Mdm2-MdmX inh: -4; tim23-1 inh: 10

How did Cc1ccccc1CN1C2=NCCCN2c2ccccc21 do in these assays?
APJ agonist: -4; TIM10 inh: -15; NALP3 yeast inh: 8; tim10-1 inh: 6; XBP1 UPR activ: 4; GRIN3A LBD mod: -1; CHOP UPR activ: 2.8; Mdm2-MdmX inh: 12; tim23-1 inh: -1

What do the screens show for `Cc1cc(F)ccc1NS(=O)(=O)c1cccc2nsnc12`?
APJ agonist: -6; TIM10 inh: 3; NALP3 yeast inh: 24; tim10-1 inh: 13; XBP1 UPR activ: -6; GRIN3A LBD mod: -1; CHOP UPR activ: -0.7; Mdm2-MdmX inh: -25; tim23-1 inh: 14

Results for C[C@H]1CN([C@@H](C)CO)C(=O)Cc2cc(NS(C)(=O)=O)ccc2O[C@@H]1CN(C)Cc1ccc(Cl)c(Cl)c1 ?
APJ agonist: -3; TIM10 inh: 9; NALP3 yeast inh: -4; tim10-1 inh: 5; XBP1 UPR activ: -4; GRIN3A LBD mod: -3; CHOP UPR activ: -0.4; Mdm2-MdmX inh: 18; tim23-1 inh: 17

Results for Cc1cc(Br)ccc1NC(=O)CNC(=O)CSc1nccn1C ?
APJ agonist: -2; TIM10 inh: -3; NALP3 yeast inh: 8; tim10-1 inh: -9; XBP1 UPR activ: 2; GRIN3A LBD mod: -1; CHOP UPR activ: 0.8; Mdm2-MdmX inh: -12; tim23-1 inh: -5

What do the screens show for `O=C(Oc1ccc(/C=N/NC(=O)c2ccccc2F)cc1)c1ccccc1`?
APJ agonist: -5; TIM10 inh: 8; NALP3 yeast inh: 5; tim10-1 inh: 14; XBP1 UPR activ: 10; GRIN3A LBD mod: 1; CHOP UPR activ: 4.5; Mdm2-MdmX inh: 25; tim23-1 inh: 9

Results for CC(C)C1N(S(=O)(=O)c2ccccc2)CCN1S(=O)(=O)c1ccccc1 ?
APJ agonist: -5; TIM10 inh: 13; NALP3 yeast inh: 24; tim10-1 inh: 28; XBP1 UPR activ: -1; GRIN3A LBD mod: 5; CHOP UPR activ: -4.0; Mdm2-MdmX inh: 4; tim23-1 inh: 30

What do the screens show for `Cc1[nH][nH]c(=O)c1C(c1ccc(O)c(Br)c1)c1c(C)[nH][nH]c1=O`?
APJ agonist: -1; TIM10 inh: -6; NALP3 yeast inh: -1; tim10-1 inh: 15; XBP1 UPR activ: 10; GRIN3A LBD mod: 0; CHOP UPR activ: 4.0; Mdm2-MdmX inh: 19; tim23-1 inh: 4

Results for O=C(NC(=S)NCc1cccnc1)c1ccccc1[N+](=O)[O-] ?
APJ agonist: -2; TIM10 inh: 4; NALP3 yeast inh: 15; tim10-1 inh: 0; XBP1 UPR activ: 0; GRIN3A LBD mod: -1; CHOP UPR activ: -1.4; Mdm2-MdmX inh: 12; tim23-1 inh: 9

How did O=C(C1COc2ccccc2O1)N1CCc2ccccc21 (stereo unspecified) do in these assays?
APJ agonist: 1; TIM10 inh: 2; NALP3 yeast inh: 19; tim10-1 inh: 6; XBP1 UPR activ: 4; GRIN3A LBD mod: 0; CHOP UPR activ: 5.1; Mdm2-MdmX inh: -17; tim23-1 inh: 14

Results for COc1ccc(/C(O)=C2/C(=O)C(=O)N(CCN3CCOCC3)C2c2ccccn2)cc1 (stereo unspecified) ?
APJ agonist: -3; TIM10 inh: 9; NALP3 yeast inh: 7; tim10-1 inh: 10; XBP1 UPR activ: 0; GRIN3A LBD mod: 0; CHOP UPR activ: -0.3; Mdm2-MdmX inh: 5; tim23-1 inh: -6

What do the screens show for `CC(C)(CC(=O)N1CCN(c2ccc(Cl)cc2)CC1)CC1=NS(=O)(=O)c2ccccc2N1`?
APJ agonist: 17; TIM10 inh: 29; NALP3 yeast inh: -8; tim10-1 inh: 19; XBP1 UPR activ: 2; GRIN3A LBD mod: -7; CHOP UPR activ: 5.9; Mdm2-MdmX inh: 20; tim23-1 inh: 12

Results for O=C(NCCCN1CCOCC1)c1c(-c2ccccc2)sc2ccccc12 ?
APJ agonist: 0; TIM10 inh: -11; NALP3 yeast inh: 1; tim10-1 inh: 14; XBP1 UPR activ: -1; GRIN3A LBD mod: 3; CHOP UPR activ: 0.7; Mdm2-MdmX inh: -19; tim23-1 inh: 12

How did O=C(CSc1nnnn1-c1ccccc1)N1CCNC1=O do in these assays?
APJ agonist: -5; TIM10 inh: 2; NALP3 yeast inh: -11; tim10-1 inh: 18; XBP1 UPR activ: 0; GRIN3A LBD mod: -2; CHOP UPR activ: 3.0; Mdm2-MdmX inh: 7; tim23-1 inh: 14

What do the screens show for `CCOC(=O)NNC(=O)c1ccc(Cl)cc1`?
APJ agonist: -3; TIM10 inh: -9; NALP3 yeast inh: 9; tim10-1 inh: -11; XBP1 UPR activ: 0; GRIN3A LBD mod: -2; CHOP UPR activ: 0.2; Mdm2-MdmX inh: 9; tim23-1 inh: -7

How did COc1cccc(CNC(=O)Cn2nc(-c3ccc(Cl)cc3)ccc2=O)c1 do in these assays?
APJ agonist: -2; TIM10 inh: 18; NALP3 yeast inh: 13; tim10-1 inh: 20; XBP1 UPR activ: 0; GRIN3A LBD mod: -4; CHOP UPR activ: -0.8; Mdm2-MdmX inh: -36; tim23-1 inh: 22

Results for COc1ccc(Cl)cc1Nc1nc(C)nc2c1oc1ccccc12 ?
APJ agonist: -4; TIM10 inh: 38; NALP3 yeast inh: 21; tim10-1 inh: 17; XBP1 UPR activ: 4; GRIN3A LBD mod: 0; CHOP UPR activ: 1.3; Mdm2-MdmX inh: 31; tim23-1 inh: 21

How did Cc1ccc(S(=O)(=O)NCCc2nnc(SCc3cccnc3)n2C)cc1 do in these assays?
APJ agonist: -2; TIM10 inh: -7; NALP3 yeast inh: 9; tim10-1 inh: -13; XBP1 UPR activ: -1; GRIN3A LBD mod: -4; CHOP UPR activ: 3.2; Mdm2-MdmX inh: -2; tim23-1 inh: 2

Results for CCN(C(=O)CSc1nnc(Cn2nnc3ccccc32)o1)c1nc(-c2ccccc2)cs1 ?
APJ agonist: 2; TIM10 inh: 11; NALP3 yeast inh: 13; tim10-1 inh: 21; XBP1 UPR activ: -3; GRIN3A LBD mod: 5; CHOP UPR activ: 7.3; Mdm2-MdmX inh: -1; tim23-1 inh: 20

How did Cc1ccc(S(=O)(=O)N2CCN(c3ccccc3)CC2)c(C)c1 do in these assays?
APJ agonist: -2; TIM10 inh: 14; NALP3 yeast inh: 18; tim10-1 inh: 26; XBP1 UPR activ: -1; GRIN3A LBD mod: -1; CHOP UPR activ: -0.8; Mdm2-MdmX inh: 11; tim23-1 inh: 28
